High-throughput results from PubChem BioAssay.
N-glyco inh – blocks N-linked glycosylation in D54 reporter cells; D54 ERlucT glycosylation luciferase reporter, 24 h; percent of 100 nM tunicamycin response; reporter increase, % at 12.5 µM; AID 588692; 360,000 compounds, 0.23% hits;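 active means mean luciferase reporter signal, scaled so untreated is 0 and the glycosylation-blocking control 100, at or above a set limit in every replicate; inconclusive means mean reaches the limit but not every replicate does; inactive means mean below the limit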;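 further: luciferase carries N-glycosylation sites so blocking glycosylation raises the light; 0% = median of neutral control wells and 100% = median of 100 nM tunicamycin wells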
PDI turbidity – PDI (human) enzyme inhibition; P07237; PDI insulin aggregation turbidity, A650, 90 min; inhibition, % at 10 µM; 350,000 compounds, 0.052% hits;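 active means mean inhibition across replicates of 30% or more, whatever share of single replicates reach that level; inconclusive means mean inhibition below 30% while every single replicate reaches 30%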;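 further: absorbance from insulin aggregation driven by PDI reduction with DTT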
CaV13 ICDI inh – Primary screen for inhibitors of IQ motif and Ca2+-dependent inactivation inhibitor domain binding in CACNA1D, Förster resonance energy transfer in living cells, …. HEK cells, CFP/YFP FRET ICDI-IQ, plate reader, 10 min; percent FRET-ratio fall versus neutral wells. 340,000 compounds, 0.098% hits. AID 743397. inhibition, % at 12.3 µM;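 active means mean replicate inhibition of at least 30% and at least 1% of replicates passing that level; inconclusive means only one of the two criteria is met; inactive means neither criterion is met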;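 further: 0% = median of the neutral control wells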
MC4R antag cAMP – antagonists of human melanocortin 4 receptor (MC4R) | 360,000 compounds, 0.48% hits | P32245 | inhibition, % at 6.5 µM | MC4R-expressing cells, MTII-stimulated cAMP, LANCE TR-FRET;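 active means inhibition above its plate's cutoff, the mean of tested wells on that plate plus 3 SD, cut at about 29% in these data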;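 further: 0% = Melanotan II alone and 100% = Melanotan II plus saturating MCL0020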
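Test system: U2OS cells stably expressing human melanocortin 4 receptor (MC4R); also added: Melanotan II challenge; compound: 6.5 µM single dose; timing: 30-min compound preincubation, 1-h Melanotan II challenge, 1-h detection, room temperature; signal: Eu-cAMP/anti-cAMP TR-FRET, emission 671 nm; repeats: one well per compound, no replicates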
m5-HT2A agonist – activates the mouse 5-HT2A serotonin receptor | AID 624169 | 360,000 compounds, 0.66% hits | activation, % at 7.6 µM | CHO-K1 mHTR2A beta-arrestin complementation, luminescence; percent of 30 µM serotonin response | P35363;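 active means activation above a run cutoff, the mean activation of all tested compounds plus 3 SD, cut at about 14% in these data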;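 further: 0% = plate median of compound wells and 100% = 30 µM serotonin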
H9c2 protect – modulators protecting cardiomyocytes from myocardial damage; 360,000 compounds, 0.63% hits; AID 588492; H9c2 cardiomyocytes, H2O2 injury protection, ATPLite, 2 h; protection from H2O2 cell death, % at 20 µM;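 active means compounds giving at least 50% protection of heart cells from peroxide-induced death in the single-dose screen, raw or plate-pattern-corrected value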;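 further: 0% = DMSO wells with peroxide and 100% = DMSO wells without peroxide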
MC4R ag barr – activates human MC4R beta-arrestin recruitment; AID 540308; U2OS MC4R beta-arrestin complementation, luminescence; percent of melanotan II response, DMSO zero; P32245; 360,000 compounds, 0.98% hits; activation, % at 8.9 µM;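 active means activation above a per-plate cutoff, the mean activation of sample wells on that plate plus 3 SD, cut at about 8% in these data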
aDG glyco up – alpha-DG glycosylation activation; AID 624168; Pro5-aDG cells, alpha-DG glycosylation AlphaScreen (IIH6); 0% Pro5, 100% B10-LARGE cell signal; 360,000 compounds, 0.22% hits; activation, % at 10 µM;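 active means activation of at least 8% versus controls, or a plate z-score of at least 8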;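 further: Pro5 are CHO cells carrying HIG-tagged alpha-DG that lacks glycosylation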
Vif inh – HIV Vif inhibition. AID 602346. 340,000 compounds, 0.35% hits. inhibition, % at 7.49 µM. HEK293T cells, Vif self-association by quenched fluorescence, imaging, 24 h; in the data active means inhibition above about 50%, passing the limit was not always enough; inconclusive means no clear call, values can overlap the other calls; inactive means below about 31%; further: some results filed as inactive read as strong as hits
ABCB6 inh MLPCN – human ABCB6 transporter inhibition | K562-ABCB6 porphyrin accumulation, flow cytometry, 1 h; active compounds read low | fluorescence ratio to DMSO, % at 10 µM | 360,000 compounds, 0.19% hits | AID 602162;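 active means fluorescence ratio to DMSO below 75%, the collection mean minus 3 SD; inconclusive means too few cells collected in the well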;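 further: signal is porphyrin accumulated inside mitochondria; 100% equals median channel fluorescence of DMSO control wells; lower ratio means ABCB6 inhibition with less porphyrin fluorescence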
Target sequence (Q9NP58 whole entry, looked up): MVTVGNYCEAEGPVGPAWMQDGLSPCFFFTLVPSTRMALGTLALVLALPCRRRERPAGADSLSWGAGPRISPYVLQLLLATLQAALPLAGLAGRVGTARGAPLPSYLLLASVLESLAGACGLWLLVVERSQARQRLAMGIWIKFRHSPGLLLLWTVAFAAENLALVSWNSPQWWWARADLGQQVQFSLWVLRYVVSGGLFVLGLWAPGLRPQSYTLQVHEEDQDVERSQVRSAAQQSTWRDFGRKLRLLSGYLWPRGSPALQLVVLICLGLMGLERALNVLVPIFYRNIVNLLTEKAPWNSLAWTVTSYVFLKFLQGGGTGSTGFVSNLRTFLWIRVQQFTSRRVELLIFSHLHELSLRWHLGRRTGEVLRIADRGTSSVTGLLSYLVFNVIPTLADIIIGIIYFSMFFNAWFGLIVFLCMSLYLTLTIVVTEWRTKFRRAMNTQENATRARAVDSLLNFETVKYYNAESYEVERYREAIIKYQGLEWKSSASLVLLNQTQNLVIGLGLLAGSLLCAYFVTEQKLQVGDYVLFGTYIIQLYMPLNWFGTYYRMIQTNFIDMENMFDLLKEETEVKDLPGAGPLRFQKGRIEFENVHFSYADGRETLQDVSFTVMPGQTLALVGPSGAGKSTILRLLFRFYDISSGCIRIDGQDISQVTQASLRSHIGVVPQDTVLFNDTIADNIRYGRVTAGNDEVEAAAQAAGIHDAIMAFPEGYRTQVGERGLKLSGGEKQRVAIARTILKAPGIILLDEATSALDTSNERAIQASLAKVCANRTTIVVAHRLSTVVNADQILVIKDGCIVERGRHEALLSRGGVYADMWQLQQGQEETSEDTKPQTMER
An asterisk follows results filed as active; ? = inconclusive; . = not tested or not shown.

SMILES	N-glyco inh	PDI turbidity	CaV13 ICDI inh	MC4R antag cAMP	m5-HT2A agonist	H9c2 protect	MC4R ag barr	aDG glyco up	Vif inh	ABCB6 inh MLPCN
CCC(C)NC(=O)Cn1c(=O)n(-c2ccc(OC)cc2)c(=O)c2ccc(C(=O)NCc3ccc(C)cc3)cc21 (centres undefined)	2	10	8	0	3	0	0.5	-0.4	-8	105
NS(=O)(=O)c1ccc(CCNC(=O)c2cccc3ccccc23)cc1	1	-5	-3	25	2	-2	0.5	0.0	1	98
O=C(NCc1ccc(Cl)cc1)N1CCN(S(=O)(=O)c2ccccc2)CC1	-4	-3	-4	-4	1	-2	-0.5	0.3	1	93
COc1cccc(NC(=O)CN(C)C(=O)c2c(C)nn(CC(C)C)c2Cl)c1	5	4	-6	1	-5	-4	1.4	-0.1	-3	94
CC(C)OC(=O)CN1CCN(S(=O)(=O)c2cc(Cl)ccc2Cl)CC1	2	9	.	4	-3	-12	-0.5	-0.1	0	96
CCOC(=O)C(Cc1nc(OCc2ccccc2)cc(OCc2ccccc2)n1)=NO	-8	3	-6	19	-9	-21	1.0	0.2	31	100
COc1ccc(-n2nnc3c(=O)n(CC(=O)Nc4cc(C)on4)cnc32)cc1	0	-2	-2	-2	3	-6	2.3	-0.3	26	101
COC(=O)c1sc2nc(C)nc(SCC(=O)Nc3sccc3C(N)=O)c2c1C	-1	-14	-6	0	11	16	19*	0.1	-18	99
O=C(NCCCN1CCCCCC1)c1ccc2c(c1)NC(=O)C(N1CCOCC1)S2 (centres undefined)	0	8	.	2	-4	-7	-2.8	-0.1	-10	103
O=S(=O)(c1cccc(Br)c1)N1CCN(CCc2ccccc2)CC1	0	4	-2	4	-12	-5	1.9	0.1	-8	91
N#CCCn1c(SCC(=O)NCC2CCCO2)nc2ccccc21 (centres undefined)	1	15	-5	-6	-2	12	-1.1	0.1	-10	137
O=C(NN=C1CCCC1)c1cccc(Br)c1	2	7	-2	5	-3	4	-0.7	0.0	13	100
CCOC(=O)N1CCN(C(=O)CN(C)S(=O)(=O)c2ccc3c(c2)C(C)(C)C(=O)N3C)CC1	3	-12	-4	2	1	-1	0.6	0.2	3	98
OCC1OC(n2cnc3c(NCc4ccco4)ncnc32)C(O)C1O (centres undefined)	?	-3	-16	18	2	-1	-2.4	2.2	54*	87
COc1ccc(NS(=O)(=O)c2cc(NC(=O)[C@@H](NC(=O)c3ccccc3)C(C)C)ccc2C)cc1	5	3	-6	9	1	-6	0.0	-0.4	1	105
O=C(CCCC(=O)NC1CCCC1)NC1CCCC1	1	18	-5	-3	2	5	0.4	0.0	17	99
CCCCc1nnc(NC(=O)CCS(=O)(=O)c2ccc(Cl)cc2)s1	-9	-5	-6	2	-1	3	-0.7	1.3	1	97
COCCC(=O)N1CCC(Oc2ccc(C(=O)N(C)C(C)c3ccon3)cc2)CC1 (centres undefined)	-1	0	-3	4	4	7	-0.2	2.8	10	98
CCOC(=O)c1ccc(NC(=O)Nn2cnnc2)cc1	0	3	-2	-6	4	-3	-2.7	0.0	-7	91
Cc1sc2ncnc(N3CCC(C(=O)Nc4ccc(C#N)cc4)CC3)c2c1C	-9	2	-2	13	-4	-3	11*	0.4	-4	102
Cc1cc(C(=O)COC(=O)CCC(=O)c2ccc3c(c2)OCCO3)c(C)n1Cc1ccco1	1	-5	-1	1	0	-6	0.1	-0.3	19	105
O=C(Nc1ccc(OC(F)(F)F)cc1)Oc1ccccc1N1CCOCC1	2	7	-4	2	2	-1	-3.0	-0.1	-3	104
COc1ccc(NC(=O)c2cc3c(s2)CCC3)cc1S(=O)(=O)N1CCOCC1	-5	-3	-4	-1	-4	5	-0.9	-0.1	-21	96
O=S(=O)(Nc1cccc(-c2cn3cccnc3n2)c1)c1ccc(-c2ccccc2)cc1	0	2	-1	8	-4	-13	2.1	0.2	8	88
Cc1ccc2ccc(C(Nc3cccc(C(F)(F)F)c3)c3cccnc3)c(O)c2n1 (centres undefined)	1	16	-1	-2	-3	84*	-4.7	0.0	10	93
O=C(CN1C(=O)NC2(CCCC2)C1=O)NCc1cccc(Cl)c1	4	5	-6	-4	-1	4	-1.1	0.3	8	105
CCCn1ncc(CN2CCN(Cc3ccc(C)o3)C(CCO)C2)c1C (centres undefined)	0	4	7	-1	-3	2	4.6	-0.1	-2	96
Cc1ccc(CNC(=O)C2CCN(S(=O)(=O)c3c(C)noc3/C=C/c3ccco3)CC2)cc1	-6	.	-9	6	-8	-10	0.4	0.1	-10	91
COc1ccccc1/C=N\Nc1cn[nH]c(=O)c1Cl	12	8	0	9	3	7	-0.8	0.4	10	99
COC(=O)c1ccccc1NC(=O)Nc1cccs1	1	-4	.	0	1	-4	-1.4	-0.1	17	95
Cc1cc(C)n2nc(CNS(=O)(=O)c3c(F)c(F)c(F)c(F)c3F)nc2n1	7	127*	-2	-28	8	4	-1.2	1.6	-3	104
Cn1ccc2c(N3c4ccccc4CCc4ccccc43)cc3c(c21)C1CCC3C1 (centres undefined)	10	.	-5	.	4	-1	.	-0.1	.	107
CN(C)CC1(C)Cc2ccsc2C1O (centres undefined)	0	6	-6	14	-1	2	-0.7	0.1	-4	102
Cc1ccccc1C(=O)N1CCN(c2ccc([N+](=O)[O-])c(NCc3cccnc3)c2)CC1	-3	5	-5	-8	-1	22	-2.3	-0.2	-4	97
CCC1CCCCN1CCCNC(=O)CSc1nc2nc(C)c(Cc3ccc(C)cc3)c(C)n2n1 (centres undefined)	-3	-2	-2	9	-3	3	-0.4	-0.2	4	96
CN1CCN(c2ccc(NC(=O)c3cc(Cl)c4c(c3)OCCO4)cc2)CC1	-2	-16	-7	-4	-3	8	-2.6	-0.1	-2	95
COc1ccc(CNS(=O)(=O)NCc2ccc(C)cc2)cc1OC	0	2	0	7	-4	-4	-2.0	0.7	4	97
CCCCNC(=O)N1CCN(c2ccnc3cc(Cl)ccc23)CC1	-5	-4	.	6	13	-10	-0.9	1.7	-10	158
COc1ccc(NC(=O)NCCCN2CCCC2=O)c(OC)c1	1	-2	-6	4	6	6	-1.8	0.5	-6	94
COC(=O)c1c(NC(=O)c2nc3ccccc3s2)sc2c1CCN(C(C)=O)C2	1	-4	.	11	-4	58*	-0.7	-0.2	.	93
CCNc1nc(NCC)nc(NS(=O)(=O)c2ccc(N)cc2)n1	3	-3	-2	10	1	4	-0.3	0.4	26	96
Cc1cccc(C)c1NC(=O)C(c1ccccc1OC(F)(F)F)N1CCN(C/C=C/c2ccccc2)CC1 (centres undefined)	-6	.	-9	.	-3	-7	.	0.1	-2	100
O=C(O)CC(NC(=S)NCc1ccccc1)C(=O)O (centres undefined)	3	1	-7	1	6	5	-0.1	0.2	1	102
COc1ccc(NC(=O)NNC(=O)c2cc3occc3n2C)c(OC)c1	2	1	-6	3	6	2	-1.2	-0.3	23	99
CC(Cc1ccccc1)NC(=O)C1CCCNC1=O (centres undefined)	-3	-4	-9	-7	-1	-2	-1.9	0.1	4	96

Nothing new here: entries from further up.
SMILES	N-glyco inh	PDI turbidity	CaV13 ICDI inh	MC4R antag cAMP	m5-HT2A agonist	H9c2 protect	MC4R ag barr	aDG glyco up	Vif inh	ABCB6 inh MLPCN
Cc1cc(C)n2nc(CNS(=O)(=O)c3c(F)c(F)c(F)c(F)c3F)nc2n1	7	127*	-2	-28	8	4	-1.2	1.6	-3	104
Cn1ccc2c(N3c4ccccc4CCc4ccccc43)cc3c(c21)C1CCC3C1 (centres undefined)	10	.	-5	.	4	-1	.	-0.1	.	107
CN(C)CC1(C)Cc2ccsc2C1O (centres undefined)	0	6	-6	14	-1	2	-0.7	0.1	-4	102
Cc1ccccc1C(=O)N1CCN(c2ccc([N+](=O)[O-])c(NCc3cccnc3)c2)CC1	-3	5	-5	-8	-1	22	-2.3	-0.2	-4	97
CCC1CCCCN1CCCNC(=O)CSc1nc2nc(C)c(Cc3ccc(C)cc3)c(C)n2n1 (centres undefined)	-3	-2	-2	9	-3	3	-0.4	-0.2	4	96
CN1CCN(c2ccc(NC(=O)c3cc(Cl)c4c(c3)OCCO4)cc2)CC1	-2	-16	-7	-4	-3	8	-2.6	-0.1	-2	95
COc1ccc(CNS(=O)(=O)NCc2ccc(C)cc2)cc1OC	0	2	0	7	-4	-4	-2.0	0.7	4	97
CCCCNC(=O)N1CCN(c2ccnc3cc(Cl)ccc23)CC1	-5	-4	.	6	13	-10	-0.9	1.7	-10	158
COc1ccc(NC(=O)NCCCN2CCCC2=O)c(OC)c1	1	-2	-6	4	6	6	-1.8	0.5	-6	94

(continued)
SMILES	N-glyco inh	PDI turbidity	CaV13 ICDI inh	MC4R antag cAMP	m5-HT2A agonist	H9c2 protect	MC4R ag barr	aDG glyco up	Vif inh	ABCB6 inh MLPCN
CCCCC(O)C1=C[N+](=O)CC=C1 (centres undefined)	.	.	-12	.	4	.	.	0.1	.	92
COc1cccc(-c2cc(C(=O)Nc3cnn(Cc4ccccc4C)c3)no2)c1	-2	1	-9	9	-2	-10	3.7	0.1	-6	95
Cc1ccc(OCC(=O)NCCc2nc3ccccc3[nH]2)c(C)c1	4	-1	6	6	-2	5	-1.2	0.2	-3	99
Cc1cccc(OCCCC(=O)NNC(=O)c2ccccn2)c1	7	2	-6	10	-11	50*	-1.2	0.8	37	96
COCCn1c(C)cc(/C=C2/NC(=O)N(c3ccc(Cl)cc3)C2=O)c1C	-1	-5	-5	1	1	2	-2.6	0.0	3	98
Cc1cc(C(=O)Nc2ccc(Br)cc2)cs1	-6	-1	-11	4	0	-12	4.3	0.2	-9	87
OC(CNCc1ccncc1)c1ccccc1 (centres undefined)	2	6	-3	2	3	-2	-0.9	-0.1	-3	100
Cn1nc(C(=O)NCc2ccco2)c2ccccc2c1=O	2	-1	-4	8	-2	10	1.7	-0.3	2	94
COCCCNC(=O)CCn1nc(-c2ccc(Cl)cc2)ccc1=O	0	12	-10	3	-7	-3	-0.6	-0.1	-2	99
O=C1/C(=C\c2ccc3c(c2)OCO3)CCC/C1=C/c1ccc2c(c1)OCO2	5	-8	.	8	-3	-21	-0.7	0.1	3	108
